Source: PubChem
Scp1 inh = Scp-1 phosphatase inhibitors, primary screen, biochemical, colorimetric, uHTS; inhibition, % at 20 µM; actives 0.88% (n = 340,000); AID 493091, 2011; Carboxy-terminal domain RNA polymerase II polypeptide A small phosphatase 1 (Homo …; Recombinant Scp1, phosphopeptide, malachite green phosphate absorbance;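 active = inhibition above about 50% at 20 µM, limit read from the data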;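 also: plate controls were DMSO wells with enzyme for no effect and wells lacking enzyme for full effect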
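Test system – truncated SCP-1 phosphatase (76-261aa) · Reagent – Phosphorylated 17-residue peptide substrate · Incubation – 45 min room-temperature reaction, 5 min colour, 30 min stabiliser · Detection – colorimetric phosphate reagent with accelerator and stabiliser, absorbance at 630 nm · Measure – % inhibition at 20 µM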
LMPTP inh = LMPTP phosphatase inhibitors, primary screen, biochemical, fluorescence intensity, uHTS | Low molecular weight phosphotyrosine protein phosphatase (Homo sapiens), P24666 | recombinant LMPTP-A, OMFP fluorogenic substrate | inhibition, % at 20 µM | actives 0.22% (n = 360,000);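 active = compounds that cut the enzyme signal by at least half of the control window in the single-dose screen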;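 also: plate controls were DMSO wells with enzyme plus substrate for no effect and substrate without enzyme for full effect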
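Test system: LMPTP-A, protein tyrosine phosphatase of low molecular weight; Input: 0.625 nM enzyme; Incubation: 50 min dark incubation at room temperature; Signal: endpoint fluorescence intensity from OMFP dephosphorylation; Read-out basis: % inhibition versus control wells.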
CendR NRP1 mod = modulators of CendR peptide binding to NRP-1, primary screen, biochemical, fluorescence polarization, uHTS | AID 602438, 2012 | FAM-RPARPAR peptide binding to NRP-1 | actives 0.85% (n = 360,000) | inhibition, % at 25 µM;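 active = inhibition or corrected inhibition above about 18%, plus a signal ratio from 0.5 to 1.5, limit read from the data, passing the limit was not always enough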; also: strong numbers were not always called active
Target sequence (O14786 whole entry, looked up): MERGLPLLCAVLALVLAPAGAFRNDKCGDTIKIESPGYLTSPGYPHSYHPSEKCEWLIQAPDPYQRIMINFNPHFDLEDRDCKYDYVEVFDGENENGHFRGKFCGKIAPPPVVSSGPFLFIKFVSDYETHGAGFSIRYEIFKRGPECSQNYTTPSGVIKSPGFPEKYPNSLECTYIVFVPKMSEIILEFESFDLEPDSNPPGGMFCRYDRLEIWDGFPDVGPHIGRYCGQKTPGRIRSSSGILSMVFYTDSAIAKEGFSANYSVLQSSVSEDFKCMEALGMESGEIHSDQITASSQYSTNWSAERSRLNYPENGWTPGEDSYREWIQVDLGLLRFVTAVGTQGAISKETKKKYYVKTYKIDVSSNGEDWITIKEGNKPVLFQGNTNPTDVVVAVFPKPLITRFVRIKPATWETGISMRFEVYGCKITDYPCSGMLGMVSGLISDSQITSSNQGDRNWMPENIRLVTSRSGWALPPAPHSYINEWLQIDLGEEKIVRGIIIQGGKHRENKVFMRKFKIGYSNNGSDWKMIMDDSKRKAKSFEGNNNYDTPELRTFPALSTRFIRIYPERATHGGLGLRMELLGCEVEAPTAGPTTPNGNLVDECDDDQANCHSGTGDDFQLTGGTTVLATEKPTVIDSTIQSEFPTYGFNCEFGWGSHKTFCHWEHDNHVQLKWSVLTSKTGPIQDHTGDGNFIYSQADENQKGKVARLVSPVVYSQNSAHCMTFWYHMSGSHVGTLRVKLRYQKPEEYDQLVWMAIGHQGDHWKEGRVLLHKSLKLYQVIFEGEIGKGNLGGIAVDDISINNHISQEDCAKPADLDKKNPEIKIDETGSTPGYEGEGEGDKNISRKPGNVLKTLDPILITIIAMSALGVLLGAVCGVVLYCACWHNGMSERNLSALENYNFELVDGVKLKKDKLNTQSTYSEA
TbMetRS inhib = T. brucei MetRS inhibitors, primary screen, biochemical, luminescence; inhibition, % at 11.9 µM; methionyl-tRNA synthetase (Trypanosoma brucei brucei); purified T. brucei MetRS, ATP depletion, Kinase-Glo luminescence; actives 0.4% (n = 360,000);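 active = inhibition above a per-plate cutoff of the control wells' mean inhibition plus 3 SD, cut at about 5.5% in these data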;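 also: 0% = DMSO wells median and 100% = median of wells with control inhibitor compound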
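System: purified T. brucei MetRS enzyme / Detection: Kinase-Glo luciferase luminescence reporting remaining unconsumed ATP / Medium: HEPES buffer with MgCl2, KCl, DTT, spermine, BSA, pyrophosphatase / Replication: singlicate, one well per compound / Evaluation: percent inhibition relative to median high and low control wells / Schedule: 2 h aminoacylation at 25 °C after 15 min preincubation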
SKN-1 block = suppressors of acrylamide-induced Pgst-4::GFP reporter in worms, primary screen, SKN-1 inhibitor project, whole organism, uHTS, GFP/RFP fluorescence ratio, strain VP596; C. elegans VP596 Pgst-4::GFP/RFP ratio, 24 h; inhibition, % at 21.8 µM; actives 0.49% (n = 360,000);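 active = interference check ratio from 0.5 to 1.5 plus GFP to RFP signal ratio inhibition reaching or exceeding a fixed threshold, cut at about 30% in these data, passing the limit was not always enough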; also: some compounds called inactive have numbers as strong as hits
Neddyl block = inhibitors of cullin neddylation, primary screen, biochemical, TR-FRET, uHTS, NAE and Ubc12 | calls only at 25 µM | actives 0.58% (n = 360,000) | AID 651699, 2012; in the data active = inhibition above about 36%
DNMT1 inh = human DNMT1 methyltransferase inhibitors, primary screen, biochemical, molecular beacon, fluorescence, HinP1I cleavage, uHTS; actives 0.83% (n = 360,000); AID 588458, 2011; DNA (cytosine-5)-methyltransferase 1 (Homo sapiens), P26358; inhibition (reported as % activation of signal), % at 10 µM; in the data active = inhibition above about 50%
NadD inh = inhibitors of S. aureus NadD, primary screen, biochemical, colorimetric, uHTS | Nicotinate-nucleotide adenylyltransferase NadD (Staphylococcus aureus N315) | purified NadD enzyme, colorimetric absorbance read-out | inhibition, % at 20 µM | actives 0.78% (n = 360,000); in the data active = inhibition above about 26%; also: some compounds past the cut are filed as inactive
STEP inh = STEP phosphatase inhibitors, primary screen, biochemical, fluorescence intensity, uHTS; actives 0.25% (n = 360,000); inhibition, % at 20 µM; recombinant STEP, OMFP fluorogenic substrate; AID 588621, 2011;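 active = inhibition at 20 µM, scaled per plate between control wells, above about 37%, limit read from the data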;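 also: 0% = DMSO with enzyme and substrate and 100% = substrate only without enzyme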
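Material: STEP (striatal-enriched tyrosine phosphatase) enzyme, cell-free | Medium: 50 mM Bis-Tris pH 6.0 with 2.5 mM DTT and 0.005% Tween 20 | Read-out: Percent inhibition scaled to no-enzyme and uninhibited-enzyme controls, plate-pattern corrected | Signal: Fluorescence read at 480 nm ex / 540 nm em | Times: 20 min reaction, room temperature, in the dark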
SUMO1 PPI mod = modulators of SUMO1 protein-protein interactions, primary screen, biochemical, uHTS. Small ubiquitin-related modifier 1 (Homo sapiens), P63165. SUMO1 binding to a labelled peptide, TR-FRET, 1 h. inhibition, % at 20 µM. actives 0.33% (n = 360,000). AID 602429, 2012; in the data active = inhibition above about 37%
Target sequence (P63165 whole entry, looked up): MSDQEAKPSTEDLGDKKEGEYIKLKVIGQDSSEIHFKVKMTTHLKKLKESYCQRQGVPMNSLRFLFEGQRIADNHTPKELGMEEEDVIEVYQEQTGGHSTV
Starred values were filed as active, the others as inactive; i = inactive; · = no result given; + = active, no number.

Scp1 inh	LMPTP inh	Compound	CendR NRP1 mod	TbMetRS inhib	SKN-1 block	Neddyl block	DNMT1 inh	NadD inh	STEP inh	SUMO1 PPI mod
-12	-1.7	CCC1=NN(C(=O)c2ccccc2O)C(O)(c2ccccc2)C1 (centres undefined)	-12	-0.3	7	i	-5	-1	1	3
-8	-0.6	Cc1noc(C)c1COc1cccc(C(=O)Nc2ccc(C#N)cc2)c1	-4	-1.1	21	i	-6	-2	0	-1
-3	-1.1	Cc1cc(C)cc(N2C(=O)CCN(Cc3ccccc3)C2=O)c1	0	-0.4	-19	i	2	-9	1	0
4	-1.6	CCCCN(C(=O)c1ccc2c(c1)OCCO2)c1c(N)n(CC(C)C)c(=O)[nH]c1=O	-4	-0.3	14	i	0	5	0	2
-6	2.2	Nc1nc(Br)c2c(F)cccc2c1-c1ccc(F)cc1	4	0.2	11	+	-1	1	-1	-9
24	-0.6	O=C(O)c1ccc(Cl)c(S(=O)(=O)N2CCCC2)c1	-1	-0.8	3	i	5	-7	3	-2
-8	2.7	O=C1CS(=O)(=O)N(Cc2cccc(F)c2)c2ccc(Br)cc21	5	-0.3	12	i	-30	-5	-1	-6
4	-0.5	CC1CC(C)CN(C(=O)COC(=O)c2ccc[nH]c2=O)C1 (centres undefined)	4	-0.5	-2	i	1	1	0	0
-10	-0.4	COc1ccc(Cl)cc1N(CC(=O)Nc1ccccc1C(=O)N1CCCC1)S(C)(=O)=O	8	-0.7	-5	i	1	-10	-1	-3
9	-1.1	CSC(=NC#N)N1CCN(C(=NC#N)SC)CC1	12	-1.0	1	i	3	1	-2	-1
1	-2.2	COc1ccccc1NC(=O)c1c(C)nc2ccccc2c1C(=O)O	-5	0.4	-1	i	-1	-2	0	-11
·	4.4	CC1(C(=O)NCc2cccc(C(F)(F)F)c2)CCN1Cc1ccc(-c2ccccc2)o1 (centres undefined)	13	-0.2	5	i	0	5	4	-5
30	4.2	CC(=O)Nc1ccc(NC(=O)CSc2nnnn2-c2ccc3c(c2)OCCO3)cc1	-12	0.0	2	i	0	1	5	10
1	0.2	Cc1ccc(OC(=O)C2CCN(C(=O)c3ccccc3C)CC2)c(Br)c1	-4	-0.3	1	i	3	-5	-2	5
1	-1.7	Cn1c(-c2sc3cc(C(F)(F)F)cnc3c2-c2ccccn2)n[nH]c1=S	25*	-0.7	-4	i	3	-1	3	0
-1	0.4	COc1cc(N/C(N)=N/c2nc(C)cc(C)n2)c(OC)cc1Cl	5	-0.4	6	i	-5	-2	-1	-2
-4	1.7	CCCCCC(=O)Nc1sc(C)c(C)c1C#N	-17	-0.6	12	i	9	6	3	11
7	-2.4	CCOc1ccc(N2C(=O)Nc3ccccc3C2(O)C(=O)NCc2ccco2)cc1 (centres undefined)	0	-0.8	8	i	0	-2	14	0
-7	0.6	C=CCOc1c(Br)cc(CNc2ccc(NC(=O)C(C)C)cc2)cc1OCC	-46	0.6	17	i	-13	2	-3	-2
4	-0.6	O=C1N(CN2CCC3(CC2)OCCO3)c2ccccc2C12OCCCO2	-10	-0.3	16	i	3	1	1	1
-1	-0.4	C=CCNC(=O)CSc1ncc2c(n1)-c1c(csc1SC)CC2	8	-0.1	16	·	-3	-5	0	14
29	-0.2	COc1cc(OC)c(/C=N/NC(N)=S)cc1Br	1	-0.3	2	i	1	2	-2	-2
-8	0.6	Cc1nc(C(=O)Nc2ccc(Cl)cc2Cl)nn1-c1cc(OC(C)C)c(Cl)cc1Cl	-2	-0.7	-4	i	2	10	0	2
-1	0.3	CCOC(=O)C1(Cc2ccccc2)CCN(CC2CC=CCC2)CC1 (centres undefined)	-3	-0.1	-2	i	1	-3	-1	3
-3	-1.5	O=C1c2cc(Cl)ccc2OC2(CCNCC2)C12CC(c1ccccc1)=NO2 (centres undefined)	-2	0.1	0	i	-2	-1	0	-5
-5	4.8	Cc1ccc(Cn2c(=S)[nH]c3ccc(N4CCOCC4)cc3c2=O)o1	-3	1.5	22	·	-7	18	1	12
-5	1.0	NC(=O)C1(N2CCCCC2)CCN(c2nc(-c3ccccc3)cs2)CC1	-1	-0.6	4	i	-4	-1	1	-7
-16	2.7	COc1ccc(OCc2nnc(SCC(=O)N3c4ccccc4Sc4ccc(Cl)cc43)o2)cc1	-6	-0.4	-2	i	-3	-6	5	-2
·	-0.1	Nc1nc2c(ncn2[C@@H]2O[C@H](CNC(=O)[C@H](N)Cc3cncn3COCc3ccccc3)[C@@H](O)[C@H]2O)c(=O)[nH]1	14	-0.2	3	i	12	3	-2	6
25	0.1	CCC1CCCCN1CC(=O)c1c(C)[nH]c2ccccc12 (centres undefined)	-3	-0.2	-13	i	-7	-1	-6	-3
-7	0.2	CC(C)c1ccc(N2CC(C)(C)C2=O)cc1	19	-0.1	1	i	-1	-5	-1	-1
-7	-0.3	O=C(Nc1ccncc1)C1CCN(S(=O)(=O)c2ccccc2)CC1	6	-0.2	9	i	0	-3	7	8
-6	-0.2	O=C(NCc1ccc(F)cc1)C1CCCN1S(=O)(=O)c1ccccc1C(F)(F)F (centres undefined)	4	-0.3	-4	i	-2	-4	2	2
-11	2.7	COc1ccccc1-c1cc(C(=O)N2CCCc3ccccc32)no1	9	-0.2	14	i	-7	-7	0	0
·	10	Cc1cc(C)n2c(SCC(=O)N(CCC#N)c3ccc4c(c3)OCCO4)nnc2n1	-5	-0.4	4	i	23	3	4	3
-14	0.5	Cc1ccc2c(c1)[C@H]1[C@H](CO2)[C@H](c2ccccc2)[C@]2(C)C(=O)N(Cc3ccc(Cl)cc3)CC(=O)N12	14	-0.2	6	i	-8	10	-2	1
-5	0.6	CCC(Oc1cc(Cl)ccc1Cl)C(=O)N1CCCN(C)CC1 (centres undefined)	19	0.1	-9	i	3	5	0	-1
-10	-0.3	O=C(O)c1cc(S(=O)(=O)Nc2ccccc2Cc2ccccc2)ccc1Cl	-4	0.2	15	i	-1	-7	1	13
-1	0.1	COc1ccc(C(=O)Nc2ccc3ccccc3n2)cc1OC	5	0.3	-14	i	1	-2	-1	-1
-1	2.6	Cc1ccccc1N1CCN(C(=O)NCc2cccc(Cl)c2)CC1	-5	0.0	4	i	-3	-3	2	4

Complete entries, looked up by structure. Order of values: Scp1 inh	LMPTP inh	CendR NRP1 mod	TbMetRS inhib	SKN-1 block	Neddyl block	DNMT1 inh	NadD inh	STEP inh	SUMO1 PPI mod
O=C(NCc1ccc(F)cc1)C1CCCN1S(=O)(=O)c1ccccc1C(F)(F)F (centres undefined) is listed with -6	-0.2	4	-0.3	-4	i	-2	-4	2	2
CC(C)c1ccc(N2CC(C)(C)C2=O)cc1 is listed with -7	0.2	19	-0.1	1	i	-1	-5	-1	-1
O=C(O)c1cc(S(=O)(=O)Nc2ccccc2Cc2ccccc2)ccc1Cl is listed with -10	-0.3	-4	0.2	15	i	-1	-7	1	13
COc1ccccc1-c1cc(C(=O)N2CCCc3ccccc32)no1 is listed with -11	2.7	9	-0.2	14	i	-7	-7	0	0
Cc1ccccc1N1CCN(C(=O)NCc2cccc(Cl)c2)CC1 is listed with -1	2.6	-5	0.0	4	i	-3	-3	2	4

Further compounds:
Scp1 inh	LMPTP inh	Compound	CendR NRP1 mod	TbMetRS inhib	SKN-1 block	Neddyl block	DNMT1 inh	NadD inh	STEP inh	SUMO1 PPI mod
-9	1.5	CN(CC(=O)Nc1ccc(S(=O)(=O)N2CCCC2)cc1)Cc1c(F)cccc1Cl	11	-0.9	-13	i	-1	-7	-1	2
-5	-0.6	COc1ccc(NC(=O)CN(c2cccc(F)c2)S(C)(=O)=O)cc1OC	1	-0.3	3	i	1	3	3	3
3	4.4	Cc1cccc(N2CCC(NCc3c(C(=O)N4CCCCC4)nc4c(C)cccn34)CC2)c1	0	-0.5	7	i	-3	3	-3	4
-8	-0.6	Cc1ccc(N2CC(C(=O)Nc3nnc(SCCC4OCCO4)s3)CC2=O)cc1 (centres undefined)	-4	-0.2	-3	i	-1	5	-3	7
-13	1.6	Cn1nnnc1N=N/C(=N/Nc1ccccc1)c1ccccc1	8	-0.6	11	i	-5	-1	0	-35
-4	-2.2	O=C(O)c1ccc(SCc2ccccc2)nc1	-6	0.0	12	i	7	-6	-2	4
·	4.7	COc1cccc2sc(Nc3nc(-c4ccccn4)cs3)nc12	-8	-0.4	4	i	-20	35*	4	9
-10	1.1	O=S(=O)(Nc1ccc(OC(F)F)cc1)c1ccc(-c2ccon2)s1	1	0.3	6	i	0	-13	-4	-11
-7	4.3	COC(=O)c1ccc(Cn2nnc3c(=O)[nH]c(C4CCCN(S(=O)(=O)c5ccccc5)C4)nc32)cc1 (centres undefined)	-8	-0.3	28	i	-1	12	-3	3
-5	0.2	COc1ccc(S(=O)(=O)NC2CC(=O)N(c3ccc(C)c(C)c3)C2)cc1 (centres undefined)	5	-0.5	3	i	0	-1	0	-2
-15	-0.8	O=C(O)c1ccccc1C1c2ccccc2Oc2ccccc21	-5	0.1	2	i	0	-4	1	1
6	-1.6	C/C(N)=C(/C#N)C(=O)COC(=O)c1ccc(NC(N)=O)cc1	18	-1.2	-9	i	2	1	0	0
-2	-0.8	Cc1cccc(NC(=O)c2ccc(OCC3CCCO3)cc2)c1C (centres undefined)	-6	-0.3	2	i	3	-7	-7	2
-5	-1.0	CN(Cc1ccccc1NS(=O)(=O)c1ccc(Cl)cc1)C1CCCCC1	-7	0.3	-1	i	0	-5	2	0
·	-0.6	N#Cc1ccc(S(=O)(=O)N2CCCCC2c2cc(C(=O)N3CCOCC3)no2)cc1 (centres undefined)	9	-0.3	3	i	4	1	-2	0
-5	-0.8	O=C(NC1CCCCC1)C(c1ccc(Cl)cc1)N1CCC2(CC1)OCCO2 (centres undefined)	2	-0.9	-28	i	-2	-8	1	-2
-3	0.8	O=C(CCCC(=O)N(CC(=O)NC1CCCCC1)Cc1ccco1)Nc1ccccn1	-18	-0.3	1	i	0	0	6	5
